PAFAH2 FP inh: PAFAH2 (human) inhibition; inhibition, % at 3.39 µM; recombinant PAFAH2, FP-rhodamine activity probe, fluorescence polarization; AID 492956; 340,000 compounds, 0.99% hits;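 active = inhibition above the mean over all tested compounds plus 3 SD, cut at about 30% in these data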;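 note: inhibitors block probe labeling of enzyme so polarization drops; 0% = enzyme with DMSO and 100% = wells lacking PAFAH2 protein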
Numbers without * were called inactive; & = joins results of further samples.

PAFAH2 FP inh	Structure
54.7*	COc1cc(/C=C(\C#N)c2nc3ccccc3s2)cc([N+](=O)[O-])c1O
8.1	Nc1cc(OCc2ccccc2)ccc1OCc1ccccc1
-1.0&6.6	CCc1nc(N)nc(N)c1-c1ccc(Cl)c(N=[N+]=[N-])c1
1.5	CCN(CC)S(=O)(=O)c1cccc(C(=O)NCC2(N3CCOCC3)CCCCC2)c1
-6.9	CCOC(=O)c1c(-c2ccccc2)c[nH]c1C
-9.4	O=C(CSc1nc(N2CCCCC2)nc(N2CCCCC2)n1)N1CCN(c2ccccc2)CC1
7.4	CCOc1ccc(N2C(=O)CC(Cc3cc(C)cc(C)c3)C2=O)cc1 (stereo unspecified)
-4.0	COc1ccc([C@@H]2[C@H]3CN(C(C)=O)CC=C3C(C#N)=C(N)C2(C#N)C#N)c2ccccc12
-6.2	CCOC(=O)c1c[nH]c2c(C(=O)c3ccccc3)cc(Cl)cc2c1=O
-22.9	CC(=O)Nc1ccc2c(c1)Cc1cc(N3C(=O)C=CC3=O)ccc1-2
2.5	O=c1c2ccccc2ncn1-c1ccc(Br)cc1[N+](=O)[O-]
2.9	COc1ccccc1N(C)S(=O)(=O)c1ccc(C(=O)NCc2ccccc2CN2CCCC2)cc1
-5.6	CCC(C)NC(=O)CN1C(=O)c2cccc3cccc1c23 (stereo unspecified)
-14.7	CC(C)(C)OC(=O)N(CCc1ccccc1)Cc1cccc(OCc2cccc(NC(=O)C3CCCC3)c2)c1
4.8	CN(CC1CCOCC1)C(=O)CC1C(=O)NCCN1Cc1cccc(C(F)(F)F)c1 (stereo unspecified)
-1.2	CC(C)C(=O)N1CCN(c2ccccc2NC(=O)c2ccc3c(c2)OCCO3)CC1
3.3	COc1cc2cc(C)c(Br)c(OC)c2cc1OC
4.5	CN(C(=O)c1cccc(C#N)c1)c1nnc(-c2ccncc2)s1
1.2	O=C(O)C(CCC(C(=O)O)c1ccccc1)c1ccccc1 (stereo unspecified)
2.3	CC(=O)N1CCN(C(=O)c2cc(S(=O)(=O)N3CCN(c4ccccc4)CC3)ccc2Cl)CC1
-3.6	CC(C)CC(C(=O)Oc1ccc2c3c(c(=O)oc2c1)CCC3)N1C(=O)c2ccccc2C1=O (stereo unspecified)
1.3	CCN1C(=O)/C(=C/c2cn(-c3ccccc3)nc2-c2cccnc2)SC1=S
0.1	O=c1c2c3c(sc2nc2sc(CN4CCOCC4)cn12)CCCC3
-0.6	O=C1[C@H](Cc2ccccc2)NCCCC[C@H](c2ccc(Cl)cc2)N1Cc1ccc(Cl)cc1
7.5	COc1ccc(N2CCN(C(c3ccccc3OC)c3nnnn3C3CCCC3)CC2)cc1 (stereo unspecified)
-3.5	CSc1cccc(N/C(=N/S(=O)(=O)c2ccccc2)NN)c1
2.5	C=C1C(=O)OC2C1C(OC(=O)C(C)=CC)CC(=C)C1C(O)C3OC3(C)C21O (stereo unspecified)
0.2	O=C(NCc1ccccc1F)c1ccc(S(=O)(=O)NCc2ccco2)cc1
0.4	O=C1NC[C@H](Cc2ccccc2)N(CC2CCN(CC3CCCC3)CC2)C1=O
-4.2	N#CC(CC(=O)c1ccc(Cl)cc1)c1ccccc1 (stereo unspecified)
1.7	O=C(N/N=C/c1cccc(O)c1)c1ccc(-n2cnnn2)cc1
-10.1	O=C(c1cccc(NS(=O)(=O)c2ccc(Br)cc2)c1)N1CCN(c2ccccc2O)CC1
-4.5	CC(Oc1ccccc1)C(=O)Nc1nc(-c2ccccn2)cs1 (stereo unspecified)
-0.7	O=C(NNc1ccccc1)c1ccccc1
4.5	CC12CCC(=O)C=C1C(F)CC1C2C(O)CC2(C)C1CCC2(O)C(=O)CO (stereo unspecified)
-4.0	O=C(CN1CCCCC1)Nc1ccc(S(=O)(=O)c2ccc(NC(=O)CN3CCCCC3)cc2)cc1

Fetched by compound from above, 5 records:
PAFAH2 FP inh	Structure
4.5	CC12CCC(=O)C=C1C(F)CC1C2C(O)CC2(C)C1CCC2(O)C(=O)CO (stereo unspecified)
2.5	C=C1C(=O)OC2C1C(OC(=O)C(C)=CC)CC(=C)C1C(O)C3OC3(C)C21O (stereo unspecified)
7.5	COc1ccc(N2CCN(C(c3ccccc3OC)c3nnnn3C3CCCC3)CC2)cc1 (stereo unspecified)
-4.5	CC(Oc1ccccc1)C(=O)Nc1nc(-c2ccccn2)cs1 (stereo unspecified)
-3.5	CSc1cccc(N/C(=N/S(=O)(=O)c2ccccc2)NN)c1

Further results:
PAFAH2 FP inh	Structure
-2.2	Cc1cc(Cl)ccc1OCC(=O)OCC(=O)NCCNC(=O)COC(=O)COc1ccc(Cl)cc1C
-2.4	CCOc1ccc(CN2CCN(c3ncnc4scc(-c5ccccc5)c34)CC2)cc1
4.7	CCN(C(C)=O)c1nnc(CSc2nc3ccccc3s2)s1
-1.9	COc1ccc(-c2c(C)oc3c(CN4CCCC(C)C4)c(O)ccc3c2=O)cc1OC (stereo unspecified)
-0.7	COc1ccccc1N(C)S(=O)(=O)c1ccc(C(=O)Nc2ccc(C)cc2C)cc1
-3.7	NS(=O)(=O)c1ccc(CNC(=S)Nc2cc(S(=O)(=O)N3CCOCC3)ccc2Cl)cc1
-4.9	CC(C)C[C@@H](CNCC(=O)[C@H](C)NC(=O)c1[nH]cnc1C(=O)N[C@@H](C)CN)NC(=O)c1nc[nH]c1C(=O)N[C@@H](CO)C(=O)O
1.2	COc1ccc(C2OCC(C)([N+](=O)[O-])CO2)cc1 (stereo unspecified)
7.6	Cc1cc2c(cc1C)C(c1cccc(F)c1)CC(=O)N2 (stereo unspecified)
-21.1	O=C(NC1C2CCCC1CN(C1CC1)C2)c1ccc(Cl)cc1 (stereo unspecified)
0.0	CCOC(=O)C(=COC(=O)c1ccccc1)NC(=O)Cc1ccccc1
-6.3	COC(=O)C(C)(C)c1cccnc1C#N
15.3	COc1ccc2c(c1)CC=C1C2CCC2(C)C(=O)C(=NO)CC12 (stereo unspecified)
0.9	COc1cc2c(cc1OC)CN(C(=O)CN1C(=O)NC3(CCCCC3C)C1=O)CC2 (stereo unspecified)
6.2	COc1cc(Cl)c(C)cc1NC(=O)COc1ccc(C)nc1[N+](=O)[O-]
-5.7	COc1cccc(C(=O)N2CCC(C(=O)N3CCN(C)CC3)CC2)c1
-4.6	CCOc1ccc(OCCC(=O)OCC(=O)Nc2cccc(S(=O)(=O)N3CCCCC3)c2)cc1
15.6	CCOC(=O)c1c(C)oc2c1c(C=NCc1ccccn1)c(O)c1ccccc12
7.4	Cc1ccc(S(=O)(=O)N2CCN(CC(=O)NC(C)c3ccccc3)CC2)cc1 (stereo unspecified)
0.4	COCCN(C(=O)Cc1ccc(OC)c(OC)c1)c1nc(-c2cc(OC)ccc2OC)cs1
1.1	O=c1[nH]sc2ccccc12
7.9	O=C1NC(=O)C2(N1)c1ccccc1-c1ccccc12
-3.4	CCOc1ccccc1C=NNC(=O)C1CC1
1.6	NC(=O)C1CCN(C(=O)c2ccc(NS(=O)(=O)c3ccc(Br)s3)cc2)CC1
8.3	CCOc1ccc2oc(C(=O)NCC(c3ccco3)N(C)C)c(C)c2c1 (stereo unspecified)
2.3	Cc1ccc(S(=O)(=O)N(C)C)cc1NC(=O)C(C)OC(=O)c1ccc2c(=O)n3c(nc2c1)CCC3 (stereo unspecified)
-1.9	CCOc1nc(C#N)nc(N2CCCCC2)n1
0.8	Cc1c(CCC(=O)NCC(=O)O)c(=O)oc2cc3occ(-c4ccccc4)c3cc12
0.8	COc1cc(NCc2ccccc2O)c2ncccc2c1
-3.3	CC(C)(C)OC(=O)N1CCC(C(=O)Nc2cccc(C(=O)NCc3ccccc3)c2)CC1
-0.1	CN(C(=O)c1cccc(NC(=O)Cc2ccc(NC(=O)C3CCN(C(=O)c4ccccc4)CC3)cc2)c1)C1CC1
0.9	Cc1noc(C)c1COc1ccc(C(=O)Nc2cccnc2)cc1
3.4	O=C(/C=C/c1ccccc1O)c1ccccc1
0.9	CC1=NN(c2ccc([N+](=O)[O-])cc2)C(=O)C1
5.8	CC(C)(CCc1ccccn1)C(=O)CCCc1ccccn1
18.0	COc1ccc(/C=C\c2nc(=O)c3ccccc3o2)cc1
-2.0	Cc1nc(Nc2ccccc2O)c2oc3ccccc3c2n1
4.3	COCC(=O)N1CCC(Oc2ccc(C(=O)NCc3cc(C)n(C)n3)cc2)CC1
6.4	O=S(=O)(Nc1ccccc1)N1CCCCC1
3.1	COc1ccccc1NS(=O)(=O)c1cccc(C(=O)N2CCCCCC2)c1
-6.0	C#CCOCCOCCOCCNc1nc(N2CCOCC2)nc(N2CCN(C(=O)Cn3cc(CCCCN)nn3)CC2)n1
-20.4	Cc1c(Cl)ccc2c(C(O)CBr)cc(-c3ccccc3)nc12 (stereo unspecified)
0.3	CSC(=S)NN=C(C)c1cccc(C)n1
-0.1	COc1cc(C(C)=O)cc(OC)c1O
-1.7	CCN(C(=O)CSc1n[nH]c(-c2ccc(OC)cc2)n1)c1c(N)n(Cc2ccccc2)c(=O)[nH]c1=O
4.0	CC1(C)CC(Nc2ccc(Nc3ccccc3)cc2)CC(C)(C)N1
60.9*	O=C(O)CCCN1C(=O)/C(=C\C(Cl)=C\c2ccccc2)SC1=S
-1.6	CC(=O)Nc1ccc(C=CC=Cc2cccc([N+](=O)[O-])c2)cc1
4.8	COc1ccc(CN(C)CCCn2cnc(C(=O)Nc3ccc(C)c(C)c3)n2)cc1OC
-4.0	Cc1cc(Cl)ccc1NC(=O)CCC(=O)N/N=C/c1cccnc1
4.3	CCOC(=O)n1cnc2nc(N)nc(SC)c21
0.2	Cc1ccc(C)c(N(CC(=O)NCc2ccco2)C(=O)CCC(=O)Nc2ccccn2)c1
5.6	O=C(Cc1cccc(NC(=O)C2CCN(C(=O)c3ccccc3)CC2)c1)Nc1cccc(C(=O)N2CCOCC2)c1
2.6	CCOC(=O)c1oc2nc(C(C)C)c3c(c2c1N)CC(C)(C)OC3
-8.6	Cn1c2ccccc2c2nnc(SCCN3CCOCC3)nc21
2.9	Cc1ccc(S(=O)(=O)N2CCCCC2)cc1NC(=O)CCNC(=O)c1ccc([N+](=O)[O-])cc1
-2.4	CN(c1ccc(Cl)cc1)S(=O)(=O)c1nnc(NC(=O)C(C)(C)C)s1
1.8	CC1CCC(NS(=O)(=O)c2ccc(Cl)s2)CC1 (stereo unspecified)
1.4	O=C(COc1ccc(Cl)cc1)NNC(=O)c1ccccc1C(=O)O
1.3	C=CCN(c1ccccc1)S(=O)(=O)c1cccc(C(=O)Nc2ccc(N3CCOCC3)cc2)c1

Going on with the list.
PAFAH2 FP inh	Structure
3.8	O=C(CNC(=O)c1cccc(S(=O)(=O)N2CCc3ccccc32)c1)Nc1ccc(F)c(F)c1F
2.4	NC(=O)C1(NC2CCCCC2)CCN(Cc2ccccc2)CC1
45.8*	O=[N+]([O-])c1cc([N+](=O)[O-])c2oc(-c3ccccc3)c(Br)c2c1O
-4.6	CCOc1ncccc1C(=O)N1CCN(c2cccc(C)c2C)CC1
-0.5	CN(C)S(=O)(=O)c1ccc(/C(O)=C2/C(=O)C(=O)N(CCN3CCCCC3)C2c2cccnc2)cc1 (stereo unspecified)
0.0	COc1ccc(C(=O)NCC(=O)OCc2c(Cl)cccc2Cl)cc1OC
5.9	C[C@H](CO)N1C[C@H](C)[C@@H](CN(C)S(=O)(=O)c2ccc(F)cc2)Oc2c(NC(=O)c3ccncc3)cccc2C1=O
0.5	Cc1ccc(C(CNS(=O)(=O)c2cc(F)ccc2F)N2CCN(C)CC2)cc1 (stereo unspecified)
-4.1	Cn1c(=O)c2nc(SCc3ccccc3)n(C)c2n(C)c1=O
-3.4	CC(=O)C1CCC2C3CCC4CC(=O)CCC4(C)C3C(C)(O)CC12C (stereo unspecified)
4.8	CCOC(=O)C1=C(C)Nc2ccccc2N/C1=N\S(=O)(=O)c1ccccc1
1.6	CC(=O)NC(CC(=O)Nc1cccc(S(=O)(=O)N2CCOCC2)c1)c1ccccc1 (stereo unspecified)

Overlap with the part before: five compounds, then new ones.
PAFAH2 FP inh	Structure
0.5	Cc1ccc(C(CNS(=O)(=O)c2cc(F)ccc2F)N2CCN(C)CC2)cc1 (stereo unspecified)
-4.1	Cn1c(=O)c2nc(SCc3ccccc3)n(C)c2n(C)c1=O
-3.4	CC(=O)C1CCC2C3CCC4CC(=O)CCC4(C)C3C(C)(O)CC12C (stereo unspecified)
4.8	CCOC(=O)C1=C(C)Nc2ccccc2N/C1=N\S(=O)(=O)c1ccccc1
1.6	CC(=O)NC(CC(=O)Nc1cccc(S(=O)(=O)N2CCOCC2)c1)c1ccccc1 (stereo unspecified)
1.3	O=C1NCC(Nc2ccccc2Cl)C(=O)N1 (stereo unspecified)
-28.2	O=C1/C(=C\c2ccc(Cl)c(Cl)c2)CN(C(=O)CCN2CCOCC2)C/C1=C/c1ccc(Cl)c(Cl)c1
3.6	CCCCN(C(=O)C1CCCC1)C1CCS(=O)(=O)C1 (stereo unspecified)
2.2	c1ccc(CN2CCC(CNc3ncnc4ccccc34)C2)cc1 (stereo unspecified)
3.6	Oc1ccc(Cl)c2cccnc12
2.0	O=C(N/N=C/c1ccco1)c1ccc(NC(=O)C2CCCCC2)cc1
-4.5	CC(CNCCCn1cnc2c(OCc3ccccc3)ncnc21)c1ccccc1 (stereo unspecified)
5.0	Cc1ccc(-n2ncc3c2CC(C)(C)CC3NC(=O)CCc2cccnc2)cc1 (stereo unspecified)
3.3	C=CCn1c(=O)c2ccccc2n2c(SCC(=O)N(C)C)nnc12
5.0	O=C(CC(=O)c1ccccc1)Nc1ccc([N+](=O)[O-])cc1
3.6	CC1(C(=O)Nc2nc3ccccc3s2)CC1(Br)Br (stereo unspecified)
-4.6	CN(C)CCC(C(=O)c1ccccc1)c1ccncc1 (stereo unspecified)
1.6	O=C(CCN1CCN(c2ccccc2)CC1)NNC(=O)Cc1c(F)cccc1Cl
0.8	C=CCSc1nc2sc3c(c2c(=O)[nH]1)CC(C)(C)OC3
-7.2	O=C(OCc1ccccc1)N1CCC2CC1c1cc(Cl)ccc12 (stereo unspecified)
-5.6	Cc1c(NC(=O)CSc2nnc(C(C)N(C)C)n2-c2ccccc2)c(=O)n(-c2ccccc2)n1C (stereo unspecified)
17.1	CCN1C[C@@H]2[C@@H]3C(=O)N(Cc4ccccc4)C(=O)[C@@H]3[C@](C)(C1=O)N2C(=O)c1ccc(C(F)(F)F)cc1

These rows are one share of the data; the hit share may differ from the screen's.
